# Assay outcomes as filed in PubChem.
# TbPYK inhibitor – T. brucei pyruvate kinase inhibition; TbPYK enzyme, Kinase-Glo Plus ATP luminescence, 45 min; Potency, µM (series often up to 76.8 µM), for inactives: top-dose activity, negative = inhibition, actives largely listed as inhibitors; hit rate 0.12% among 410,000; note: nearly all actives have a fitted effect of over 50% in size
#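 Assay buffer: 50 mM TEA pH 7.2, 100 mM KCl, 10 mM MgCl2, 0.05% BSA, 0.01% Tween-20. Pyruvate kinase from T. brucei plus substrate met compound, then ADP (130 uM final). Luminescence was read post 45 min RT.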
# Sm TGR inh – inhibitors of Schistosoma mansoni thioredoxin glutathione reductase; purified TGR, DTNB reduction, TNB absorbance 405 nm; Potency, µM (series often up to 114 µM), for inactives: top-dose activity change, negative = inhibition, most hits filed as inhibitors; hit rate 3% among 360,000; note: nearly all actives have a fitted effect of over 60% in size
#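 TGR 20 nM + NADPH 100 uM (dispensed conc.), cpd preinc 15 min RT; start with NADPH (500 uM addition) then DTNB (15 mM addition). Kinetic TNB absorbance, 405 nm filter. Four-parameter Hill fit across titration.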
# * = called active by the depositor; ? = inconclusive; [ ] = another dose, or the depositor's remark. Calls come from the whole dose curve; as a rule, active = well fitted curve in the direction sought with a large enough effect; inconclusive = small, poorly fitted or top-dose-only effect, or another doubt; inactive = no such curve, though single readings can be large; an effect the other way counts as inactive or inconclusive. % is set by controls: 0 for no effect and ±100 for the full control effect; potency is the fitted concentration of half-maximal effect. Some of the compounds tested. The share of hits here may be higher or lower than overall.
# The first 2 entries, ahead of the listing:
1	CN(C)S(=O)(=O)N1CCC(n2c(C(F)(F)F)nc3cccnc32)CC1
2	Cc1ccc(CNS(=O)(=O)c2cc3[nH]c(=O)c(=O)[nH]c3cc2C)cc1

Compound	1	2
TbPYK inhibitor	1%	-3%
Sm TGR inh	2%	-4%

# All compounds of this part, repeating the preview:
1	CN(C)S(=O)(=O)N1CCC(n2c(C(F)(F)F)nc3cccnc32)CC1
2	Cc1ccc(CNS(=O)(=O)c2cc3[nH]c(=O)c(=O)[nH]c3cc2C)cc1
3	Cc1nn(C(=O)c2c(F)cccc2F)c(C)c1S(=O)(=O)N1CCOCC1
4	O=C(CSc1ncc(CO)n1Cc1ccccc1)Nc1nc2ccccc2s1
5	CCc1c(C)nc2nncn2c1Nc1ccc(Cl)cc1
6	O=C1CCSC2(C(=O)N(Cc3ccc(F)cc3)c3ccccc32)N1c1ccccc1 (stereo unspecified)
7	COc1cc(NC(=O)Cn2cc(C(=O)c3ccc(F)cc3)c(=O)c3ccc(C)nc32)cc(OC)c1
8	Clc1ccc(Nc2c(-c3cccs3)nc3ccc(Cl)cn23)cc1

Compound	1	2	3	4	5	6	7	8
TbPYK inhibitor	1%	-3%	-5%	-4%	3%	0%[15.4 µM]	-1%	-8%
Sm TGR inh	2%	-4%	-1%	-2%	2%	4%	-1%	-9%

9	COc1ccc(CNC(=O)c2cnc3sc(N4CCOCC4)nn3c2=O)cc1
10	COc1cccc(N2CC(NC(=O)COc3ccc4ccccc4c3)CC2=O)c1 (stereo unspecified)
11	OCCCn1c(-c2ccc(F)cc2)csc1=Nc1ccc(F)cc1
12	CCN(CC)c1nn2c(=O)c(C(=O)NCCc3ccccc3)cnc2s1
13	COCCNC(=O)c1sc2nc3n(c(=O)c2c1C)CCC3
14	CCCCNC(=O)c1cnc2sc(N3CCCCC3)nn2c1=O
15	COc1ccc(N2CCN(C(=O)c3cnn(-c4ccc(F)cc4)c3-n3cccc3)CC2)cc1
16	CCOc1ccc(CNC(=O)c2cc(=O)[nH]c3ccc(S(=O)(=O)N4CCCC4)cc23)cc1

Compound	9	10	11	12	13	14	15	16
TbPYK inhibitor	3%	1%	3%	-5%	-3%	1%	-2%	-8%
Sm TGR inh	-12%	-1%	-30%	37%[activator]	6%	13%	5%	14%

# Whole records, quoted from the list.
# OCCCn1c(-c2ccc(F)cc2)csc1=Nc1ccc(F)cc1 in the list: TbPYK inhibitor: 3%; Sm TGR inh: -30%
# COc1ccc(N2CCN(C(=O)c3cnn(-c4ccc(F)cc4)c3-n3cccc3)CC2)cc1 in the list: TbPYK inhibitor: -2%; Sm TGR inh: 5%

# Next part:
17	COc1ccc(C)cc1NC(=O)Cn1c(=O)nc(-c2ccccc2F)c2cc(Cl)ccc21
18	O=C(COCc1cc(-c2cccs2)on1)NCc1ccc(F)cc1
19	Cc1cccc(NC(=O)C2CCN(c3nnc(-n4c(C)ccc4C)s3)CC2)c1C
20	CCn1cc(C(=O)N2CCN(c3cccc(C(F)(F)F)c3)CC2)c2cc(OC)c(OC)cc2c1=O
21	COc1ccc(CCNC(=O)c2ccc3c(c2)N(Cc2ccc(Cl)cc2)CCS3)c(OC)c1
22	Cc1cc(C)cc(OCc2ccc(C(=O)Nc3ccccc3F)o2)c1
23	CCc1ccc(CNc2ncc(-c3cccc(OC)c3)n2C)cc1
24	COc1ccc(-c2ccc3c(N)c(C(=O)NCc4ccc(Cl)cc4)sc3n2)cc1

Compound	17	18	19	20	21	22	23	24
TbPYK inhibitor	-7%	-6%	1%	6%	2%	1%	3%	4%
Sm TGR inh	3%	2%	?	6%	6%	-1%	-5%	2%

25	Clc1ccccc1CSc1nnc(C2CCNCC2)o1
26	COc1ccccc1NC(=O)c1sc2nc(-c3cc4ccccc4oc3=O)[nH]c(=O)c2c1C
27	CCOc1cccc2sc(N3CCN(C(=O)C4CC4)CC3)nc12
28	Cn1c(Oc2ccccc2)nc2c1c(=O)n(Cc1ccc(Cl)cc1Cl)c(=O)n2C
29	Cc1cccc(OCC(=O)Nc2cccc(C(=O)OCc3cc(=O)n4nc(C(C)C)sc4n3)c2)c1
30	CCN1CCc2c(sc(NC(=O)c3ccc(S(=O)(=O)N(CCOC)CCOC)cc3)c2C(N)=O)C1
31	O=C(c1cc2c(=O)oc3ccccc3c2s1)N1CCN(c2ccccc2)CC1
32	CC(C)c1ccc(N(CC(=O)O)S(=O)(=O)c2ccc3[nH]c(=O)c(=O)[nH]c3c2)cc1

Compound	25	26	27	28	29	30	31	32
TbPYK inhibitor	1%	-5%	0%	1%	-2%	-7%	0%	2%
Sm TGR inh	-17%	25%	13%	18%	2%	0%	0%	-2%

33	Cc1ccc(OCC(=O)NCC(c2ccc(Cl)cc2)N2CCOCC2)cc1C (stereo unspecified)
34	CCc1ccc(C(=O)COC(=O)C(Cc2c[nH]c3ccccc23)NC(=O)c2ccc(CC)cc2)cc1 (stereo unspecified)
35	Clc1ccc(-c2cc3ncc4c(n3n2)-c2ccccc2OC4)cc1
36	CCOC(=O)c1[nH]c(C)c(CCC(=O)Nc2ccc(C)cc2Cl)c1C
37	CCOC(=O)c1c(C)n(S(=O)(=O)c2ccc(C)cc2C)c2ccc(NS(=O)(=O)c3ccc(C)cc3C)cc12
38	COc1ccccc1C(=O)Nc1cc2c(cc1N1CCCC1)n(C)c(=O)c(=O)n2C
39	COc1cccc(CNC(=O)CCc2cn(Cc3ccccc3Cl)c3ccccc23)c1
40	COc1cc2c(cc1OC)n(CC(=O)c1ccc(C)cc1)c(=O)n1nc(CCn3nc(C)cc3C)nc21

Compound	33	34	35	36	37	38	39	40
TbPYK inhibitor	3%	-1%[15.4 µM]	3%	2%	6%	0%	3%	1%
Sm TGR inh	-1%	13%	-3%	2%	2%	3%	-3%	7%

41	Cc1cccc(N2CCN(CCCNc3ncnc4onc(-c5ccc(Cl)cc5)c34)CC2C)c1 (stereo unspecified)
42	CCCn1c(SCc2nc(-c3ccc(OC)cc3OC)no2)nnc1-c1ccc(Cl)cc1
43	CC(=O)Nc1nc2n(n1)C(c1ccc(F)cc1)C=C(c1ccc(Cl)cc1)N2 (stereo unspecified)
44	CCCCCOc1ccc(/C=C/C(=O)Nc2sc(C)c(C)c2C(=O)OCC)cc1OC
45	Cn1cc(S(=O)(=O)c2ccccc2)c(=O)c2cc(F)c(N3CCN(c4ccccc4)CC3)cc21
46	CCOc1cc(C(=O)NCCc2sc(-c3ccc(F)cc3)nc2C)cc(OCC)c1OCC
47	COc1ccc(CNC(=O)c2cnn3c(C)c(Cc4ccc(F)cc4)c(C)nc23)cc1
48	Cc1cccc(-n2c3nc(=O)n(C)c(=O)c-3cc3c(Cl)cccc32)c1C

Compound	41	42	43	44	45	46	47	48
TbPYK inhibitor	-5%	-18%	0%	5%	2%	1%	1%	-2%
Sm TGR inh	7%	-1%	5%	-2%	-8%	-1%	-3%	2%

# Reformatted field by field: part of the list above.
42: CCCn1c(SCc2nc(-c3ccc(OC)cc3OC)no2)nnc1-c1ccc(Cl)cc1
  TbPYK inhibitor: -18%
  Sm TGR inh: -1%

43: CC(=O)Nc1nc2n(n1)C(c1ccc(F)cc1)C=C(c1ccc(Cl)cc1)N2 (stereo unspecified)
  TbPYK inhibitor: 0%
  Sm TGR inh: 5%

44: CCCCCOc1ccc(/C=C/C(=O)Nc2sc(C)c(C)c2C(=O)OCC)cc1OC
  TbPYK inhibitor: 5%
  Sm TGR inh: -2%

45: Cn1cc(S(=O)(=O)c2ccccc2)c(=O)c2cc(F)c(N3CCN(c4ccccc4)CC3)cc21
  TbPYK inhibitor: 2%
  Sm TGR inh: -8%

# Further results follow:
49	COc1ccc(-c2cc(OC(=O)c3ccccc3Cl)c3c(C)oc(C)c3c(=O)c2)cc1OC
50	CC(C)(C)OC(=O)N1CCC(c2c(C(=O)N3CCN(c4ccccn4)CC3)cnn2-c2ccc(F)cc2)CC1
51	Cc1ccc(CNC(=O)Cn2ncc3c([nH]c4ccc(C)cc43)c2=O)cc1
52	Cc1ccc(Cl)cc1-n1nnc(-c2nsc(NC(=O)c3ccccc3Cl)n2)c1C
53	COc1ccc(/C=C/C(=O)Nc2ccc(C)cc2)cc1
54	CCOC(=O)c1ccc(Nc2c(-c3ccc(N(C)C)cc3)nc3nc[nH]n23)cc1
55	COc1ccc(Cn2c(C(=O)O)c(CNCCc3ccccc3Cl)c3ccc(C)cc32)cc1
56	CCOC(=O)Cc1ccc(NC(=O)NCc2cccn2Cc2ccccc2)cc1

Compound	49	50	51	52	53	54	55	56
TbPYK inhibitor	-12%	13%	-2%	-2%	-1%	-4%	4%	4%
Sm TGR inh	?	2%	-4%	12%	0%	-27%	4%	2%

57	COc1ccc(-n2c(=O)c3ccc(C(=O)NCc4ccc(C)cc4)cc3n(CC(=O)Nc3ccc(F)cc3)c2=O)cc1
58	Cc1cccc(C)c1-n1ncc(C(=O)NCCCN2CCCCC2)c1C1CCN(C(=O)OC(C)(C)C)CC1
59	COc1ccc(NCc2ccccc2-c2nnc(-c3ccccc3)o2)cc1Cl
60	COc1ccc(-n2nnnc2C2CCN(S(=O)(=O)c3ccc(F)cc3Cl)CC2)cc1
61	CN(C(=O)CSc1nc2ccc(NC(=O)c3ccco3)cc2s1)c1ccccc1
62	Cc1nn(CC(=O)NCC(C)c2ccccc2)c(=O)c2cc3ccccc3n12 (stereo unspecified)
63	COc1ccc(CCNC(=O)C2CCN(S(=O)(=O)c3c(C)noc3/C=C/c3ccc(C)cc3)CC2)cc1OC
64	O=C(c1cc2c(s1)-c1ccccc1OC2)N1CCN(c2ccc(F)cc2)CC1

Compound	57	58	59	60	61	62	63	64
TbPYK inhibitor	-10%	5%	0%	-4%	0%	-3%	-3%	-7%
Sm TGR inh	3%	4%	0%	9%	?	-1%	-2%	24%

65	COc1ccc(S(=O)(=O)NCCc2sc(-c3ccccc3)nc2C)cc1F
66	O=C(CSc1nnc(-c2ccc(Br)cc2)n1-c1ccccc1)c1ccccc1
67	Cc1cc2ccccc2n1-c1ccc(C(=O)N2CCC(C(=O)NCc3ccccc3Cl)CC2)s1
68	Cc1c(CCC(=O)NCCc2ccccc2)c(=O)oc2cc(O)ccc12
69	COC(=O)c1scc(-c2ccc(C)cc2)c1S(=O)(=O)Nc1ccc(F)cc1F
70	Cc1ccc(/C=C/c2onc(C)c2S(=O)(=O)N2CCC(C(=O)N3CC(C)Oc4ccccc43)CC2)cc1 (stereo unspecified)
71	CC(=O)N1CCCc2cc(S(=O)(=O)N3CCC(C(=O)NCc4ccc(C)cc4)CC3)ccc21
72	CCc1ccc(-n2cnc3cc(C(=O)NCc4ccc(C)cc4)ccc32)cc1

Compound	65	66	67	68	69	70	71	72
TbPYK inhibitor	5%	-1%	4%	0%	6%	-1%	-9%	0%
Sm TGR inh	-4%	4%	4%	0%	0%	9%	-4%	-2%

73	COc1ccc(CNC(=O)c2nc(SC(C)C)ncc2Cl)cc1
74	CCC1CN(C(=O)N2CCC(C(=O)NCc3cccc(F)c3)CC2)c2cc(C)ccc2O1 (stereo unspecified)
75	CCOc1ccc(NC(=O)CSc2nc3ccsc3c(=O)n2CCC(C)C)cc1
76	COc1ccc(CC(=O)NCCc2sc(-c3cccc(F)c3)nc2C)cc1
77	O=C(CSc1nc2c([nH]c3ccccc32)c(=O)n1-c1ccccc1)N1CCc2ccccc21
78	Cc1cccc(N2CCN(c3ncnc4onc(C)c34)CC2)c1C
79	Cc1ccc(CS(=O)(=O)c2ncc(Cl)c(C(=O)Nc3nc4ccc(F)cc4s3)n2)cc1
80	COc1ccc(Nc2ncc(C(=O)Nc3cccc(Cl)c3)c3ccccc23)cc1

Compound	73	74	75	76	77	78	79	80
TbPYK inhibitor	-9%	-2%	-1%	11%	-2%	3%	0%	-9%
Sm TGR inh	-4%	3%	9%	-5%	0%	8%	-10%	10%
